VLA-4 inh = inhibition in a human VLA-4 binding assay. P13612. VLA-4 expressing cells, ligand binding flow cytometry. inhibition, % (about 7 µM as worked out from the volumes in the protocol). hit rate 0.2% among 330,000. AID 2557; in the data active = inhibition above about 50%
Fam108B inh = Fam108B inhibition, counter-screen for RBBP9 inhibitors. recombinant Fam108B, FP-Rh probe fluorescence polarization. hit rate 0.33% among 300,000. inhibition, % at 9.51 µM;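 active = inhibition above the screen mean inhibition plus 3 SD, computed separately per campaign, cut at about 18% in these data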;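 note: inhibitors lower polarization as less probe binds the enzyme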
MEX-5 binding = C. elegans MEX-5 TCR-2 RNA binding activity; activity score (negative = inhibition of binding), % at 10 µM; MEX-5/FITC-TCR2 RNA binding, fluorescence polarization; stronger effect = lower value; Q9XUB2; hit rate 0.38% among 300,000; AID 1832;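 active = inhibition past about -25% in most replicates, and total fluorescence under double the plate's negative control median, limit read from the data; inconclusive = replicates evenly split on the limit, or fluorescence at least double controls; inactive = too little inhibition in most replicates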;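 note: 0% = DMSO and -100% = 5 µM competing unlabeled TCR2 RNA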
Target sequence (Q9XUB2 whole entry, looked up): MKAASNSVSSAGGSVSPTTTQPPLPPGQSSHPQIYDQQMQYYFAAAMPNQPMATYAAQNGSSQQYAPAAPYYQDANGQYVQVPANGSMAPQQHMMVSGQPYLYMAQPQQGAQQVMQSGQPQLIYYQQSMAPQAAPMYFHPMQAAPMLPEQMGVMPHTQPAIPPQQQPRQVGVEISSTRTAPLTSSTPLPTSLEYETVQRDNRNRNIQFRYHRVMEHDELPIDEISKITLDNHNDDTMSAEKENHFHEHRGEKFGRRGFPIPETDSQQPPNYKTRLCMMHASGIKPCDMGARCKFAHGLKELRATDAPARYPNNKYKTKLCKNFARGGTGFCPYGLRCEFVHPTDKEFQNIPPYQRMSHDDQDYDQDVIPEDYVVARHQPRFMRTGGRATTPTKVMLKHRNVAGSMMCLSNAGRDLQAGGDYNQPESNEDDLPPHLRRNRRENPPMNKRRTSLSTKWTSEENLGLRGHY
AGP1-GFP MLPCN = modulators of TOR pathway AGP1-GFP in S. cerevisiae; S. cerevisiae AGP1-GFP multiplex flow cytometry, 3 h; GFP as percent of DMSO wells; GFP response vs DMSO, % at 10 µM; hit rate 0.02% among 320,000;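 active = GFP response relative to DMSO above a set limit, near screen average plus 3 SD, cut at about 150% in these data; inconclusive = fewer than 70 cells counted for the yeast strain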;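 note: median GFP channel fluorescence of the gated AGP1 strain per well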
MCL1 BIM primary = MCL1-BIM-BH3 interaction inhibition (human); Q07820; GST-MCL1 / FITC-Bim-BH3 fluorescence polarization; inhibition, % at 10.9 µM; hit rate 0.68% among 320,000;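 active = inhibition above the mean inhibition of all tested compounds plus 3 SD, set per campaign, cut at about 40% in these data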;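 note: 0% = DMSO wells and 100% = unlabeled Bim-BH3 peptide control; higher means more loss of mP so more displacement of Bim peptide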
CIT2-GFP yeast = alters CIT2-GFP fluorescence in TOR pathway yeast screen; S. cerevisiae CIT2-GFP strain, flow cytometry, 3 h; 100 means same as DMSO wells; GFP response vs DMSO, % at 10 µM; hit rate 0.065% among 320,000; AID 2029;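 active = GFP response relative to DMSO above a set limit, near the screen mean plus 3 SD, cut at about 150% in these data; inconclusive = Fewer than 70 cells measured for a yeast strain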;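 note: ratio of well median GFP fluorescence to mean of DMSO wells on the plate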
BCLXL inh = inhibitors of human Bcl-xL | GST-Bcl-xL / FITC-Bim BH3 peptide fluorescence polarization | inhibition, % at 10.9 µM | hit rate 0.7% among 320,000 | AID 2129;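 active = inhibition above the mean of all tested compounds plus 3 SD, cutoff set per campaign, cut at about 30% in these data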;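 note: 0% = DMSO wells and 100% = unlabeled Bim-BH3 peptide competitor; inhibitors lower millipolarization by displacing the labeled peptide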
GLD-1 TGE inh = GLD-1-TGE RNA interaction inhibition (C. elegans). hit rate 0.44% among 320,000. purified GLD-1 + fluorescein TGE RNA, fluorescence polarization. Q17339. inhibition, % at 5.96 µM;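 active = percent inhibition above a per-plate cutoff, the plate mean of test compounds plus 3 SD, cut at about 30% in these data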;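 note: 0% = DMSO wells with GLD-1 and probe and 100% = wells lacking GLD-1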
Target sequence (Q17339 whole entry, looked up): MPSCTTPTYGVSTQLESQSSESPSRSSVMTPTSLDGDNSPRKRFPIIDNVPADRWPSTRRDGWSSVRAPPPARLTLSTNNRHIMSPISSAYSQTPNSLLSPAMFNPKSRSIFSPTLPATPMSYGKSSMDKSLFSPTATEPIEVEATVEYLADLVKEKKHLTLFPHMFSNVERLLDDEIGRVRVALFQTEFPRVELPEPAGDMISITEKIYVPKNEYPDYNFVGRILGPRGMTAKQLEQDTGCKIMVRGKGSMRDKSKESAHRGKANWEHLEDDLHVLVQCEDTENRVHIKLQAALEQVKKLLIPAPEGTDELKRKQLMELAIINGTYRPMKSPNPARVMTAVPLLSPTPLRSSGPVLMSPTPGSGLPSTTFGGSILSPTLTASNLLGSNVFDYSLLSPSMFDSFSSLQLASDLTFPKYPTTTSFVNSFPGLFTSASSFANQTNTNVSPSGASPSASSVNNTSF
GRK2 aptamer HTS = human GRK2 inhibition via aptamer displacement | P25098 | bead flow cytometry, FAM-aptamer displacement from GRK2 | inhibition of aptamer binding, % at 10 µM | hit rate 0.59% among 330,000 | AID 488847;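 active = inhibition of aptamer binding above 40%, roughly 3 SD of noise, on plates passing a quality check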;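 note: median bead fluorescence of bound FAM aptamer so fluorescent compounds give negative values; no value below 0 was filed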
* = called active by the depositor; ? = inconclusive; · = no result given; & = joins results of further samples; ! = repeats disagree; [ ] = another dose, or the depositor's remark. Not all compounds are listed; the hit share may differ from the screen's.

entry	Compound	AGP1-GFP MLPCN	Fam108B inh	MCL1 BIM primary	VLA-4 inh	GLD-1 TGE inh	CIT2-GFP yeast	BCLXL inh	GRK2 aptamer HTS	MEX-5 binding
1	COc1ccccc1N=Nc1c(O)[nH]c(=S)[nH]c1=O	94	-1	-45	4	-52	95	-25	2	-1.6
2	C[C@]12C=CC(=O)C=C1C=C[C@@H]1C2CC[C@]2(C)C(=O)CCC12 (stereo not given in full)	94	-2	2	11	11	96	5	1	-1.8
3	C[C@]12CCC3C(CC[C@H]4C[C@H](O)CC[C@]34C)C1[C@@H](O)[C@@H](O)[C@@H]2O (stereo not given in full)	96	·	·	1	-8	97	·	0	·
4	Cc1ccc2c(c1)C1CN(C)CCC1N2C(=O)c1cccs1 (stereo not given)	90	5	-5	3	10	107	-3	0	0.0
5	C=CCn1c(O)c(/C(C)=N/NC(=S)Nc2ccccc2)c(=O)[nH]c1=O	107	0	-9	-6	-2	101	-5	4	-0.1
6	C[C@]12CCC3C(CC[C@H]4C[C@@H](O)CC[C@]34C)C1CC[C@@]2(O)C(F)(F)F (stereo not given in full)	95	·	·	-11	-5	95	·	2	·
7	CCOc1ccc2nc(N=Nc3c(O)[nH]c(=S)[nH]c3=O)sc2c1	105	3	21	-2	2	118	13	0	·
8	C[C@]12CCC3C(C[C@@H](O)[C@H]4C[C@@H](O)CC[C@]34C)C1CC[C@@H]2O (stereo not given in full)	96	·	·	7	4	94	·	0	·
9	Cc1c(C(=O)c2ccccc2)c2ccccc2n1C	101	3	2	7	-3	88	6	0	0.0
10	FC(F)=C(F)CCSc1ncn[nH]1	77	-1	5	-2	5	93	6	0	-1.3
11	Cc1cc(Cl)nc(N)n1	100	-4	4	0	-2	101	-6	2	-0.5
12	Cc1cc(/C=C2/C(=O)NC(=O)N(c3ccccc3)C2=O)c(C)n1-c1ccc(F)cc1	101	1	-2	-2	1	103	-4	4	-8.6
13	CC12CN3C(O)C(C)(C1)CC(C)(C2)C3O (stereo not given)	99	-2	5	-4	4	96	2	5	-1.9
14	O=[N+]([O-])c1ccc(N2CCCCCC2)c2ncccc12	98	3	4	1	3	94	1	0	0.4
15	Cc1nc2cc(C(=O)N3CCC4(CC3)OCCO4)ccc2n1-c1ccc(Br)cc1	115	-2	-3	12	4	101	3	2	-2.9
16	CCc1nn(CC(=O)N2CCC3(CC2)OCCO3)c(=O)c2cc3ccccc3n12	102	-2	7	14	-1	107	3	0	-3.1
17	CN(C)C1(CNC(=O)c2ccc(Cl)c(S(=O)(=O)NCc3ccco3)c2)CCCCC1	100	-4	4	-4	-5	98	4	1	2.0
18	CCN(CC)c1ccc(/C=C2\C(=O)NC(=O)N(CC3CCCO3)C2=O)cc1 (stereo not given)	108	-2	-24	-1	-2	101	-6	2	16
19	O=C(C1CC(c2ccc(F)cc2)=NO1)N1CCC2(CC1)OCCO2 (stereo not given)	102	-1	10	18	-4	93	1	0	2.0
20	Cc1ccc(Cn2ccccc2=N)cc1	96	·	·	-19	·	103	·	3	2.3
21	Fc1cccc(F)c1CN1CCN(Cc2c(F)cccc2F)CC1	108	-3	8	6	4	100	4	0	1.0
22	COc1ccccc1N1CCN(Cc2c(F)cccc2Cl)CC1	103	4	1	12	7	84	5	1	0.1
23	Cc1cc(C)c2c(c1)-c1cc(C)nn1C(c1cccnc1)N2 (stereo not given)	99	3	-5	-11	5	99	0	3	3.8
24	Brc1ccc(C2N3CCCN23)cc1 (stereo not given)	110	-2	8	5	-2	103	-1	1	4.3
25	O=c1c2ccccc2nc(-c2ccco2)n1-c1ccccc1	99	0	8	7	1	106	1	1	0.1
26	CCCCn1c(O)c(C(C)=NCCCN(C)C)c(=O)[nH]c1=O	102	-1	7	9	1	101	1	1	0.2
27	O=C(Cn1c(NCCCl)nc2ccccc21)c1ccc(Br)cc1	88	-3	6	3	5	87	5	2	0.6
28	N=C1c2ccccc2CN1CC(=O)c1ccccc1	103	-5	1	5	3	107	6	0	-1.9
29	CCOC(=O)c1c(-n2c(C)cc(/C=C3/C(=O)NC(=O)N(CC)C3=O)c2C)sc2c1CCCC2	94	0	-2	0	12	96	3	1	-12
30	C=COCCn1c(C)c(C(=O)OCC)c2cc(O)ccc21	111	-4	7	8	3	102	4	1	0.8

2 of these compounds in another layout:
23	Cc1cc(C)c2c(c1)-c1cc(C)nn1C(c1cccnc1)N2 (stereo not given)
24	Brc1ccc(C2N3CCCN23)cc1 (stereo not given)
assay / compound,23,24
AGP1-GFP MLPCN,99,110
Fam108B inh,3,-2
MCL1 BIM primary,-5,8
VLA-4 inh,-11,5
GLD-1 TGE inh,5,-2
CIT2-GFP yeast,99,103
BCLXL inh,0,-1
GRK2 aptamer HTS,3,1
MEX-5 binding,3.8,4.3

Additional records follow.
entry	Compound	AGP1-GFP MLPCN	Fam108B inh	MCL1 BIM primary	VLA-4 inh	GLD-1 TGE inh	CIT2-GFP yeast	BCLXL inh	GRK2 aptamer HTS	MEX-5 binding
31	CCOP(=O)(OCC)C(NC(=O)C(Cl)Cl)C(Cl)(Cl)Cl (stereo not given)	102	-2	0	12	6	92	3	1	0.2
32	C[N+]1(C)CCc2cc3c(cc2[C@H]1[C@@H]1OC(=O)c2c1ccc1c2OCO1)OCO3	92&93	-5&-3	-12&-18	-6&7	2&1	90&103	0&-3	2&0	3.1&1.9
33	CCC(CC)N1CCN(Cc2nc3ccccc3c(=O)n2-c2ccc(F)cc2)CC1	99	-1	2	9	6	109	2	0	-2.7
34	COC(=O)C1=C(c2ccc3ccccc3c2)C[C@@H]2CC[C@H]1N2C(=O)NC1Cc2ccccc2C1	99	·	2	4	5	96	1	2	·
35	C#C[C@@]1(O)CCC2C3CCC4=C/C(=N/OCC(=O)NC(C(=O)O)C(C)O)CC[C@]4(C)C3CC[C@@]21C (stereo not given in full)	109	-2	1	-2	5	103	1	0	-3.1
36	O=S(=O)(F)c1ccc2nc(-c3cccc(Sc4ccccc4)c3)cc(Cl)c2c1	104	1	11	-3	-2	97	3	2	1.5
37	COc1cc(C(C)=O)ccc1OC(=O)N(C)c1ccccc1	99	1	-14	4	-5	100	2	1	1.7
38	O=c1[nH]c(=O)n(CC2CCCO2)c(O)c1/C=C1\C=Nc2ccccc21 (stereo not given)	101	3&0	-23&-15	3&2	-18&-6	98	-14&-5	0&0	-36*!
39	CCOP(=O)(Cc1cc(C#N)oc1C)OCC	93	5	16	10	-6	98	6	1	-3.6
40	CCOC(=O)c1ccc(N=C(CC)c2c(O)n(C)c(=O)n(C)c2=O)cc1	103	1	3	16	0	91	6	1	1.3
41	CCN(CC)c1ccc(CN(C)CCc2ccc(OC)c(OC)c2)cc1	100	-2	10	3	4	102	4	4	1.7
42	CCOP(=O)(/C=C(\Cl)c1ccccc1)C(O)c1ccc(F)cc1 (stereo not given)	102	2	5	3	2	107	2	2	2.9
43	O=C1CCN(C(=O)CNC(=O)Cc2ccccc2)CC1	96	-3	-4	-4	7	·	4	0	2.3
44	Cc1ccc(N2C(=O)NC(=O)/C(=C\c3cc(C)n(-c4ccc(C(=O)O)cc4)c3C)C2=O)cc1	100	-1	5	-16	-11	104	2	18	-35*
45	Oc1ccc(/C=N/NP(=S)(c2ccccc2)c2ccccc2)c(O)c1O	104	-3	10	7	4	100	2	4	-3.7

One compound at a time, as listed above:
O=C1CCN(C(=O)CNC(=O)Cc2ccccc2)CC1 is listed as AGP1-GFP MLPCN = 96; Fam108B inh = -3; MCL1 BIM primary = -4; VLA-4 inh = -4; GLD-1 TGE inh = 7; CIT2-GFP yeast = ·; BCLXL inh = 4; GRK2 aptamer HTS = 0; MEX-5 binding = 2.3
CCN(CC)c1ccc(CN(C)CCc2ccc(OC)c(OC)c2)cc1 is listed as AGP1-GFP MLPCN = 100; Fam108B inh = -2; MCL1 BIM primary = 10; VLA-4 inh = 3; GLD-1 TGE inh = 4; CIT2-GFP yeast = 102; BCLXL inh = 4; GRK2 aptamer HTS = 4; MEX-5 binding = 1.7
C[N+]1(C)CCc2cc3c(cc2[C@H]1[C@@H]1OC(=O)c2c1ccc1c2OCO1)OCO3 is listed as AGP1-GFP MLPCN = 92&93; Fam108B inh = -5&-3; MCL1 BIM primary = -12&-18; VLA-4 inh = -6&7; GLD-1 TGE inh = 2&1; CIT2-GFP yeast = 90&103; BCLXL inh = 0&-3; GRK2 aptamer HTS = 2&0; MEX-5 binding = 3.1&1.9

More entries follow.
entry	Compound	AGP1-GFP MLPCN	Fam108B inh	MCL1 BIM primary	VLA-4 inh	GLD-1 TGE inh	CIT2-GFP yeast	BCLXL inh	GRK2 aptamer HTS	MEX-5 binding
46	CCCCCn1c(=O)c(C(=O)NCc2ccccc2)c(O)c2ccccc21	101	-4	2	7	-5	100	-2	0	0.0
47	O=C(Cn1cnc2sc3c(c2c1=O)CCCC3)NCCC(=O)N1CCC2(CC1)OCCO2	103	-2	-1	6	5	99	-1	0	3.0
48	COC(=O)C(O)(c1ccc(NC(=O)c2ccccc2)cc1)C(F)(F)F (stereo not given)	99	0	3	1	8	92	5	0	0.1
49	NC1=Nc2ccccc2Oc2ccccc21	89	4	-2	-2	6	91	-3	0	-1.3
50	CNC(=O)Nc1ccc(C(=O)N/N=C\C23CC[C@@H](O)CC2(O)CC[C@@H]2[C@@H]3CCC3(C)C(C4=CC(=O)OC4)CCC23O)cc1 (stereo not given in full)	19[may fluoresce violet]	3	7	11	-4	?	9	3	-4.2
51	COc1ccc(-c2cc(=NCC(=O)O)c3ccccc3o2)cc1	80	-6	4	-6	-1	88	1	0	-0.3
52	CCCCCCC(Cl)(Cn1ccnc1)c1ccccc1 (stereo not given)	100	0	4	18	6	98	4	3	4.4
53	CCCCC(=O)N/N=C/c1c(O)n(C2CC2)c(=S)[nH]c1=O	105	2	22	13	-1	110	6	0	-0.7
54	CN1C2CCC1CC(=NO)C2	99	-1	-6	-18	-2	97	-1	2	1.5
55	CCOP(=O)(C#CC(C)(C)C)C1(O)CCCCC1 (stereo not given)	108	-3	4	14	4	104	3	1	-1.7
